Compound activity from PubChem BioAssay.
D2 potentiator – D2 dopamine receptor (human) potentiation; HEK293 T-REx D2, calcium flux, EC20 dopamine potentiation; potentiation, % at 10 µM; hit rate 0.34% among 340,000; AID 485347;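 active means potentiation over 3 SD above the plate norm, cut at about 30% in these data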; further: 0% is about no effect
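Potentiation of an EC20 dopamine calcium response is measured in a force-coupled, tetracycline-inducible Hek293 Trex D2 line. Compound-only kinetic reads over 180 s flag agonists before dopamine addition.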
D2 ag – agonists of human D2 dopamine receptor. HEK293 T-REx D2 cells, calcium flux agonist mode. activation, % at 2 µM. hit rate 0.53% among 340,000. AID 485358;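 active means activation over 3 SD above normal in the single-dose calcium agonist read, cut at about 30% in these data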; further: 0% is about no effect
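Agonism is scored from calcium flux in a force-coupled, inducible HEK293 cell line expressing D2, read kinetically for 180 s after compound addition against dopamine controls.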
D1 ag – agonists of human D1 dopamine receptor; HEK293 T-REx D1 cells, calcium flux, agonist mode; hit rate 1% among 360,000; activation, % at 2 µM; AID 504660; further: 0% is about no effect
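Agonism was scored from calcium flux recorded over 180 s (1 read/s) after pintool compound addition, following a 10-cycle baseline. Cells were inducible force-coupled HEK293 TREx D1, plated overnight at 30 C and loaded with no-wash calcium dye.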
TRHR agonist – TRH receptor (human) agonism; P34981; TRHR cells, calcium flux fluo-8, FDSS agonist mode; activation, % at 2 µM; hit rate 0.18% among 360,000; further: 0% is about no effect
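Agonist-mode FDSS calcium read (Ex 480/Em 530, 1 s cycles) in 1536-well TRHR cells with fluo-8 dye, after 10-cycle baseline and 23 nL compound addition; TRH at EC20 (10 nM final) added afterwards for the enhancer phase.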
D2 antagonist – D2 dopamine receptor (human) antagonism. P14416. inhibition, % at 10 µM. AID 485344. hit rate 2% among 340,000. HEK293 TREx D2 cells, calcium flux, dopamine EC80; in the data active means inhibition above about 30%; further: 0% is about no effect
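Cells plated overnight at 30 C with tetracycline; no-wash calcium dye, 30–90 min RT; 10 s baseline; compound pinned; 180 s read; EC80 dopamine added; another 180 s read.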
D1 potentiator – potentiators of human D1 dopamine receptor. P21728. HEK293 TREx D1 cells, calcium flux, dopamine EC20 potentiation. potentiation, % at 10 µM. hit rate 0.036% among 360,000. AID 504651; in the data active means potentiation above about 30%; further: 0% is about no effect
RXFP1 antagonist – RXFP1 (human) relaxin receptor antagonism | HEK293-RXFP1, relaxin-stimulated cAMP HTRF, 30 min; stronger effect = lower value | activity change, negative = inhibition, % at 57.5 µM | Q9HBX9 | AID 1259400 | hit rate 0.59% among 350,000;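 active means activity change of -60% or lower, but not beyond a set lower limit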; further: on the % scale 0 is the no-effect control and ±100 the full control effect
Target sequence (Q9HBX9 whole entry, looked up): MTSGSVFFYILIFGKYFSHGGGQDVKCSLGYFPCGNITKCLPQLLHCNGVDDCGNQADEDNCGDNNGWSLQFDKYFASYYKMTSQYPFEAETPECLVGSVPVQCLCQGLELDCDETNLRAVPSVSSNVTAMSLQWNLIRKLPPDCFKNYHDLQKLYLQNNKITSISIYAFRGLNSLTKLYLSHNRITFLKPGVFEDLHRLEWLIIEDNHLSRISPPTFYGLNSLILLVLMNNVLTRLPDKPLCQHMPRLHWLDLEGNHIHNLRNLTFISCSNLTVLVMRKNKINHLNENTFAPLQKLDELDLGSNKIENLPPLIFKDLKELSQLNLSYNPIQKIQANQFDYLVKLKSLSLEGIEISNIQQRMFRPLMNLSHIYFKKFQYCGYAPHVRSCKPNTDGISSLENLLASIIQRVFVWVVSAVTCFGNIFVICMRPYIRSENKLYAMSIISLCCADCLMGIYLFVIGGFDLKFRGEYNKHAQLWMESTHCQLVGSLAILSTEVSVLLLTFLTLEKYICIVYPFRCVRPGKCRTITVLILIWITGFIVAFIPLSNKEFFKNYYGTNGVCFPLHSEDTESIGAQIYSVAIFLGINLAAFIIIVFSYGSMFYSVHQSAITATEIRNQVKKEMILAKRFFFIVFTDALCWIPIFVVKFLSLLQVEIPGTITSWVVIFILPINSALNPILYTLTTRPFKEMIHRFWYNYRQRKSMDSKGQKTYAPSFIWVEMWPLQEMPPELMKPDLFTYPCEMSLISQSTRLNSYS
D1 antagonist – antagonists of human D1 dopamine receptor | P21728 | HEK293 TREx D1 cells, calcium flux, dopamine EC80; stronger effect = lower value | activity change, negative = inhibition, % at 10 µM | hit rate 3.2% among 360,000 | AID 504652; in the data active means activity change below about -30%; further: on the % scale 0 is the no-effect control and ±100 the full control effect
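After overnight tetracycline induction at 30 C, force-coupled D1 HEK293 cells took up a no-wash calcium dye at room temperature. Compounds were added and monitored 180 s, and the response to EC80 dopamine was then recorded.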
TRHR enhancer – TRH receptor (human) allosteric enhancement; TRHR cells, fluo-8 calcium fluorescence, EC20 TRH enhancement; AID 493056; P34981; enhancement, % at 2 µM; hit rate 0.66% among 360,000; in the data active means enhancement above about 30%; further: 0% is about no effect
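Enhancer read-out: after compound pinning and an initial kinetic agonist-mode read, an EC20 of TRH (10 nM final) was injected and fluo-8 calcium signal (Ex 480/Em 530) followed at 1 s/cycle for 100 cycles in TRHR-expressing cells.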
* marks the source's active call; other numbers are inactive results; / = no result given; & = joins results of further samples. Unless noted, no stated cut-off is given here; in the data, active means activation above about 30%; inactive means the rest.

(1) CSc1nsc(SC)c1C(N)=O
(2) Cc1cc(C)cc(CN2CCC(Oc3ccc(C(=O)N4CCCC4)cc3)CC2)c1
(3) NS(=O)(=O)c1ccc(CCNC(=O)C2CCN(c3ncnc4c3nc3n4CCCCC3)CC2)cc1
(4) O=C(Nc1ccccc1)c1cnc[nH]1
(5) COc1cccc(NS(=O)(=O)c2cc3c(cc2C)N(C)CCO3)c1
(6) Cc1cnccc1CN(C)C(=O)CC1C(=O)NCCN1CC1CCCCC1 (stereo not drawn)
(7) CCn1c(Cc2ccccc2)nnc1SCC(=O)Nc1ccccc1O
(8) CC1(C)C(=O)Nc2ccccc2N1C(=O)CSc1ncccn1

screen / no.	1	2	3	4	5	6	7	8
D1 ag	3	6	-1&0	0	3	1	0	2
TRHR enhancer	5	7	9&1	-3	10	-1	-8	-1
D1 antagonist	-6	-1	15&-7	6	35	-13	-6	-6
RXFP1 antagonist	0	-15	15&0	/	-4	-5	35	5
D1 potentiator	0	-1	-5&-3	-1	1	-3	-1	12
TRHR agonist	0.4	1.3	0.5&-0.2	0.0	-0.1	0.1	-0.9	1.1
D2 potentiator	9	-21	-5&-17	15	13	10	3	-3
D2 ag	0.5	0.6	0.0&0.7	0.8	3.0	0.4	-1.2	2.0
D2 antagonist	2	12	3	12	-14	-1	40*	6

(9) CCn1c(SCC(=O)Nc2ccc(OC)c(OC)c2)nc2c(c1=O)SCC2
(10) COc1cc(NC(=O)CSc2nc(C)cs2)cc(OC)c1
(11) CN(C)CCCOC(=O)c1cc2ccccc2o1
(12) O=C(CNC(=O)c1ccc2c(c1)OCCO2)N/N=C/c1ccco1
(13) C1CCN(Cc2nnnn2CC2CCCO2)CC1 (stereo not drawn)
(14) CCOc1ccc(CNC(=O)CN2C(=O)C3CCCCN3c3ccc(C(=O)N4CCCC4)cc32)cc1 (stereo not drawn)
(15) COC(=O)C1=C(C)N(Cc2ccccc2)C(=S)N[C@H]1c1ccc(Br)cc1
(16) COCC(C)NC(=O)C(C)Oc1ccccc1 (stereo not drawn)

screen / no.	9	10	11	12	13	14	15	16
D1 ag	5	2	4	0	2	0	3	1
TRHR enhancer	0	1	-5	1	-5	0	16	-1
D1 antagonist	4	40	-13	13	6	4	1	-4
RXFP1 antagonist	-4	-10	-4	-14	-6	0	/	6
D1 potentiator	-1	5	-6	-1	-1	-3	-1	-2
TRHR agonist	1.3	-1.9	0.1	0.1	-0.3	-0.9	1.1	0.0
D2 potentiator	16	4	-4	5	-6	-11	/	-8
D2 ag	-0.5	-1.3	/	-0.2	0.3	-1.8	/	0.3
D2 antagonist	11	-10	/	4	14	/	/	9

(17) COc1ccc(CNC(=O)CCC(=O)n2ncc3cc(C)ccc32)cc1
(18) O=C(CN1CCCCCC1)Nc1cccc([N+](=O)[O-])c1
(19) COc1ccc(C2C(C(C)=O)=C(O)C(=O)N2CCN(C)C)cc1OC (stereo not drawn)
(20) CCOC(=O)C1NN=C(C(=O)c2ccccc2)C1c1ccc(Cl)cc1 (stereo not drawn)
(21) CNC(=S)N/N=C/c1ccccc1Cl
(22) CCC(Sc1nnnn1-c1ccccc1)C(=O)Nc1nc2ccccc2s1 (stereo not drawn)
(23) O=Nc1c2nc3ccccc3n(O)c-2c2ccccc12
(24) CN1C(=O)N(C)C(c2ccccc2Cl)C2=C1CC(C)(C)CC2=O (stereo not drawn)

screen / no.	17	18	19	20	21	22	23	24
D1 ag	2	1	1	0	0	0	2	0
TRHR enhancer	-1	-6	2	-1	-1	-10	-3	3
D1 antagonist	-1	25	8	-5	-1	3	-11	7
RXFP1 antagonist	0	7	/	-36	-9	-9	/	-4
D1 potentiator	-6	-2	-3	10	-4	3	-8	-5
TRHR agonist	0.2	0.6	0.9	-0.4	-0.6	0.9	-1.0	-0.5
D2 potentiator	0	/	-7	-3	-1	2	0	8
D2 ag	-0.7	/	1.1	0.5	-1.3	0.1	0.5	-1.7
D2 antagonist	11	/	-7	-9	-6	9	-6	-9

(25) CSCCC1NC(=O)N(CC(=O)Nc2ccc(N3CCCCC3)cc2)C1=O (stereo not drawn)
(26) CCn1c(C)c(C)c2cc(C(=O)NC3CCCCCC3)ccc21
(27) Cc1ccccc1NC(=O)Cc1nc(COC(=O)c2cc(Br)ccc2O)cs1
(28) COc1ccc(CCNC(=O)CC2SC(=NCCc3ccccc3)NC2=O)cc1 (stereo not drawn)
(29) CC12C(=O)N(c3ccccc3)C(=O)C1C(c1ccccc1)N1CCCN12 (stereo not drawn)
(30) O=C(CNC(=O)C12CC3CC(CC(C3)C1)C2)N1CCN(S(=O)(=O)/C=C/c2ccccc2)CC1
(31) CC(C)(C)C(=O)NC1CCN(S(C)(=O)=O)CC1
(32) CC(C)Oc1ccc(Br)cc1/C=N\NC(N)=S

screen / no.	25	26	27	28	29	30	31	32
D1 ag	0	1	7	0	2	3	1	2
TRHR enhancer	-4	45*	-6	-8	-3	-1	-1	-8
D1 antagonist	-11	-2	-4	-8	2	12	-14	2
RXFP1 antagonist	-14	-3	-1	-5	2	11	-7	-65*
D1 potentiator	-5	0	-1	-4	1	4	-6	6
TRHR agonist	0.7	-0.2	0.7	-0.2	-0.6	-0.9	0.8	0.5
D2 potentiator	-1	0	0	4	-3	5	3	5
D2 ag	0.3	-0.7	-0.4	-0.5	0.0	-2.5	0.4	0.7
D2 antagonist	-15	-13	-11	4	20	-6	-1	4

(33) CCc1ccc2c(Cl)c(C(=O)N/N=C/c3c[nH]c4ccccc34)sc2c1
(34) Cc1c(NC(=O)CSc2ccccn2)c(=O)n(-c2ccccc2)n1C
(35) CC(C)NC(=O)c1ccc(COCC(F)(F)F)cc1
(36) CCN(CC)S(=O)(=O)c1ccc(N2CCN(C)CC2)c(NC(=O)Nc2ccc(C)cc2)c1
(37) CCCC/C=C1\CCc2c([nH]c3ccccc23)C1=O
(38) CCOC(=O)c1ccc(NC(=O)c2c(NCc3cccs3)sc3c2CCCC3)cc1
(39) CCCn1c2c(c(O)c(C(=O)NCc3ccccc3)c1=O)CCCC2
(40) NC(=O)CN1C(=O)C2CCCCN2C(=O)c2ccccc21 (stereo not drawn)

screen / no.	33	34	35	36	37	38	39	40
D1 ag	2	5	1	28	2	0	5	1
TRHR enhancer	8	16	6	-5	0	0	8	4
D1 antagonist	-22	2	0	-1	8	-2	12	-13
RXFP1 antagonist	-9	14	-9	-26	-18	-24	-4	-4
D1 potentiator	-5	-3	-16	-12	6	-4	0	0
TRHR agonist	1.8	-0.5	-0.1	-1.7	0.8	0.4	2.0	-0.2
D2 potentiator	8	16	9	-3	9	-10	20	-1
D2 ag	-0.1	-0.2	-0.5	0.1	-0.2	1.3	-0.8	0.5
D2 antagonist	3	-13	11	-5	4	/	4	-9

(41) O=C(Cc1csc(N2CCOCC2)n1)N/N=C/c1ccc(O)c(O)c1O
(42) COc1ccc(/C=C/c2c(-c3ccc(OC)cc3)sc3ccc(N4CCOCC4)cc23)cc1
(43) CCOC(=O)C1(CCCc2ccccc2)CCN(C(=O)C2CCCO2)CC1 (stereo not drawn)
(44) Cc1cccc(-c2nnc(SCC(=O)NC3CCCC3)o2)c1
(45) COc1ccc(NC(=O)c2ccc(CNc3c(N4CCCC4)c(=O)c3=O)cc2)cc1Cl
(46) COC(=O)NCCOC(=O)N(O)c1ccc(Br)cc1
(47) CCCSc1nnc2[nH]c(=O)cc(C)n12
(48) COc1ccccc1C(=O)Nc1ccc2c(c1)nc(CCNC(=O)c1ccccc1)n2C

screen / no.	41	42	43	44	45	46	47	48
D1 ag	5	1	1	0	2	8	-3	0
TRHR enhancer	-2	-2	3	-3	7	7	0	4
D1 antagonist	-17	-6	6	5	-2	-6	/	-11
RXFP1 antagonist	4	/	13	-12	-4	18	0	3
D1 potentiator	1	-3	3	3	0	2	-1	-3
TRHR agonist	0.9	-0.4	0.0	-0.1	0.2	-1.1	0.0	-0.4
D2 potentiator	7	-5	-3	7	-6	-1	-6	7
D2 ag	4.0	0.3	1.0	-1.6	-0.4	-0.9	7.1	-0.5
D2 antagonist	-20	-13	-5	19	-6	-3	/	-2

Quoted at random: 7 compounds from above, in no set order.
(30) O=C(CNC(=O)C12CC3CC(CC(C3)C1)C2)N1CCN(S(=O)(=O)/C=C/c2ccccc2)CC1
(33) CCc1ccc2c(Cl)c(C(=O)N/N=C/c3c[nH]c4ccccc34)sc2c1
(9) CCn1c(SCC(=O)Nc2ccc(OC)c(OC)c2)nc2c(c1=O)SCC2
(27) Cc1ccccc1NC(=O)Cc1nc(COC(=O)c2cc(Br)ccc2O)cs1
(25) CSCCC1NC(=O)N(CC(=O)Nc2ccc(N3CCCCC3)cc2)C1=O (stereo not drawn)
(5) COc1cccc(NS(=O)(=O)c2cc3c(cc2C)N(C)CCO3)c1
(37) CCCC/C=C1\CCc2c([nH]c3ccccc23)C1=O

screen / no.	30	33	9	27	25	5	37
D1 ag	3	2	5	7	0	3	2
TRHR enhancer	-1	8	0	-6	-4	10	0
D1 antagonist	12	-22	4	-4	-11	35	8
RXFP1 antagonist	11	-9	-4	-1	-14	-4	-18
D1 potentiator	4	-5	-1	-1	-5	1	6
TRHR agonist	-0.9	1.8	1.3	0.7	0.7	-0.1	0.8
D2 potentiator	5	8	16	0	-1	13	9
D2 ag	-2.5	-0.1	-0.5	-0.4	0.3	3.0	-0.2
D2 antagonist	-6	3	11	-11	-15	-14	4

(list continues)
(49) Cc1cccc2sc(NC(=O)CCNS(=O)(=O)c3cccs3)nc12
(50) COC(=O)c1cc2occc2n1CC(=O)Nc1ccc(C)cc1C
(51) CCCCNC(=O)N1CCCN(c2ccc(C#N)cn2)CC1
(52) O=C(Nc1ccc(F)cc1F)c1cccc(S(=O)(=O)N2CCCCC2)c1
(53) CCOc1ccc(NC(=O)COc2ccc(C(=O)NC(C)c3ccc(S(N)(=O)=O)cc3)cc2OC)cc1 (stereo not drawn)
(54) Cc1c(C(=O)NCc2ccco2)oc2ccc(S(=O)(=O)N3CCC4(CC3)OCCO4)cc12
(55) O=C(N/N=C/c1ccccc1[N+](=O)[O-])c1ccc(COc2ccccc2-c2ccccc2)cc1
(56) O=C1NCCN(Cc2ccc(F)cc2)C1CC(=O)N1CC=C(c2ccccc2)CC1 (stereo not drawn)
(57) CN1CCN(c2nc(-c3ccccc3Cl)nc3ccccc23)CC1
(58) CCOC(=O)c1cc(CN2CCOCC2)oc1-c1ccccc1
(59) CC(C)C(NC(=O)c1ccccc1F)C(=O)NCc1ccccc1 (stereo not drawn)

screen / no.	49	50	51	52	53	54	55	56	57	58	59
D1 ag	8	2	2	10	-1	1	6	1	6	4	0
TRHR enhancer	-1	-12	-3	-2	0	-10	0	8	12	-2	-4
D1 antagonist	-3	-15	1	-3	-4	3	-1	11	8	-9	-57*
RXFP1 antagonist	-1	3	6	-1	-1	6	-11	4	-11	-6	-2
D1 potentiator	-4	-4	2	4	-1	-4	2	2	-1	-8	-9
TRHR agonist	0.2	-0.2	-0.4	0.7	0.5	-0.4	0.3	1.1	0.1	-1.4	-0.1
D2 potentiator	-9	-8	5	1	-7	/	-5	-7	-15	12	/
D2 ag	0.3	-1.2	0.1	0.8	0.7	/	-0.2	8.0	-0.7	0.5	-2.8
D2 antagonist	14	-3	18	-5	-4	/	-8	-1	-15	7	1
